# Screening results deposited in PubChem by several laboratories.
# D1 allo mod – D1 dopamine receptor (human) allosteric modulation. B-score at 10 µM. HEK293 D1, CRE-luciferase, dopamine EC30 potentiation; actives deviate in either direction. AID 641. hit rate 5.9% among 58,000. P21728;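 active = luminescence count or its row- and column-corrected plate score outside the 99.7% band of the plate's sample wells, on either side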
# Jurkat viability – reduces viability or proliferation of Jurkat cells. Jurkat E6.1 viability, ATP luminescence, 48 h. inhibition, % at 4 µM. hit rate 1.2% among 56,000;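 active = inhibition above the mean inhibition of all tested compounds plus 3 SD, cut at about 28% in these data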
# SF1 activator – activates the human nuclear receptor SF-1 | activation, % at 10 µM | hit rate 1.9% among 65,000 | Q13285 | AID 522 | CHO-K1 Gal4-SF-1 LBD luciferase reporter; % increase over DMSO SF-1-specific signal;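 active = activation above the mean activation of all tested compounds plus 3 SD, cut at about 50% in these data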
# Target sequence (Q13285 whole entry, looked up, the tested form may be a part): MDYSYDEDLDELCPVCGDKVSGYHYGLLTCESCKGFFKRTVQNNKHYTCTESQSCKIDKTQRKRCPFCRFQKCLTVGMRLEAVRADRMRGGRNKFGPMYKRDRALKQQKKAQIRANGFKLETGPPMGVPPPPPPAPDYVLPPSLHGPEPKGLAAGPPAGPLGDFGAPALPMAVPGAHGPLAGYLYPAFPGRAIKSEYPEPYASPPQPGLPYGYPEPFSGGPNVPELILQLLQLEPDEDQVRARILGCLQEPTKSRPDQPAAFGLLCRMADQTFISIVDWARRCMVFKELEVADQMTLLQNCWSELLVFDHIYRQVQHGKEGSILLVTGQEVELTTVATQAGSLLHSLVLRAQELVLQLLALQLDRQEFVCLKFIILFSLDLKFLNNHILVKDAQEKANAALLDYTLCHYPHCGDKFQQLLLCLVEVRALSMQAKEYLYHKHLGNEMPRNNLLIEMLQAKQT
#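 Test system: transient Gal4-SF-1 LBD reporter, CHO-K1; Amount: 4,000 CHO-K1 cells per well; Doses: 10 µM only; Timing: compound exposure 20 h at 37 °C; Signal: luciferase light emission; Read-out basis: percent activation relative to DMSO median and mock-transfected background; Control set: DMSO negative control and −SF1 background wells; Replicates: one test per compound.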
# HEK293 NFkB inh – inhibitors of the PMA/ionomycin-induced NF-kB reporter in HEK293 cells; HEK-293 NF-kB luciferase reporter, luminescence; inhibition, % at 3 µM; hit rate 0.21% among 62,000; AID 465;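 active = inhibition above the mean of all tested compounds plus 3 SD, cut at about 40% in these data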;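 note: 0% = stimulated DMSO wells and 100% = 10 µM reference inhibitor 5653914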
#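 Signal: luciferase luminescence; Material: HEK-293 cells with stable firefly luciferase reporter driven by four HIV NF-kB elements; Probe or stimulus: PMA with ionomycin; Replication: tested once; Times: 1 h compound pretreatment, then 16 h stimulation at 37 °C, 5% CO2; Benchmarks: DMSO and 10 µM reference inhibitor; Evaluation: per-plate % inhibition versus controls.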
# NADH enzymes – inhibitors of enzymes used to reach an NAD/NADH endpoint. IC50, µM (highest dose often 10 µM), for inactives: top-dose inhibition. hit rate 0.02% among 65,000. coupled PK/LDH NADH assays, four targets;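 active = single-dose screening hits from any of four coupled enzyme assays that gave an IC50 when retested across doses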;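 note: the DPM-DC format reads NADH fluorescence rather than 340 nm absorbance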
# M1 ag – activates the M1 muscarinic receptor | CHO-M1 cells, Fluo-4 calcium fluorescence, agonist mode; hits give high values | B-score at 10 µM | hit rate 3% among 64,000 | AID 626;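 active = fluorescence rise, raw or as B-score row- and column-corrected plate score, outside the 99.7% band of its plate's samples, either direction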
# M1 antag – antagonists of rat M1 muscarinic receptor. B-score at 10 µM. hit rate 3.4% among 64,000. CHO-M1 cells, Fluo-4 calcium, ACh EC80 antagonist mode; hits give low values. AID 628;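 active = calcium fluorescence response, raw or row-and-column corrected B-score, differing from the plate sample mean either way at a set confidence level, mostly lower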
# Target sequence (P08482 whole entry, looked up): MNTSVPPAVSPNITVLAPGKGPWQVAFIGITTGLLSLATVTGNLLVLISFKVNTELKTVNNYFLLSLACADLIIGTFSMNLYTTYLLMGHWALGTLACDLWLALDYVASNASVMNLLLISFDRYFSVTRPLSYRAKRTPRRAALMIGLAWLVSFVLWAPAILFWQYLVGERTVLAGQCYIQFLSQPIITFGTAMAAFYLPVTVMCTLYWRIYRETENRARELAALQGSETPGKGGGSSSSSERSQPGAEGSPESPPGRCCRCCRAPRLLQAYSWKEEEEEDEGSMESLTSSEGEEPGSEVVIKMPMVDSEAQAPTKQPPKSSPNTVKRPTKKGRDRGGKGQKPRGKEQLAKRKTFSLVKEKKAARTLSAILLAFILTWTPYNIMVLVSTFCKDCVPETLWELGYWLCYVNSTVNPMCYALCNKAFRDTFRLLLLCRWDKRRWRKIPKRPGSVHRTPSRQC
# Ecoli tolC – E. coli tolC mutant growth inhibition; E. coli BW25113 tolC mutant growth, OD615; growth inhibition, % at 10 µM (by protocol); hit rate 2.2% among 65,000;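 active = growth inhibition at or above a cutoff equal to the mean over every tested compound plus 3 SD, cut at about 60% in these data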;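 note: growth measured after 20 h incubation at 37 °C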
#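 System: E. coli ΔtolC::kan strain BW25113; Buffer or medium: LB broth supplemented with 50 µg/mL kanamycin; Compound: 10 µM final, single dose; Incubation: bacterial growth with compound for 20 h at 37 °C; Signal: A615 absorbance measurement; Evaluation: growth inhibition in percent.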
# TNAP act DEA – activators of human TNAP at intermediate phosphate acceptor; P05186; purified TNAP, CDP-star luminescence, 100 mM DEA, 30 min; hits give high values; scale: 0 levamisole-inhibited, 1 vehicle-only enzyme; activation factor at 20 µM; 64,000 tested, under 10 active;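 active = activation factor of at least 2 at 20 µM, relative to controls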
# Active calls of the source: *; . = no result given; [ ] = remark or other dose.
structure,D1 allo mod,Jurkat viability,SF1 activator,HEK293 NFkB inh,NADH enzymes,M1 ag,M1 antag,Ecoli tolC,TNAP act DEA
Cc1onc(-c2ccccc2)c1C(=O)OCC(=O)c1ccccc1,-1.9,-6,-5,18,3%,0.083,-0.32,71*,0.8
N=c1n(CCOc2ccccc2)c2ccccc2n1CCN1CCOCC1,0.84,3,-2,12,3%,-0.27,-0.044,-5,1
Cc1cc2cc(CN(CC3CCCO3)C(=O)c3cnccn3)c(=O)[nH]c2cc1C (configuration not stated),-0.017,-3,14,-2,5%,-0.49,-0.91,12,0.8
CCC(=O)c1cc2c(cc1NC(=O)C(C)C)OCCO2,1.4,-1,-4,8,5%,-0.36,0.47,-8,1
Cc1cc(C)cc(NC(=O)CN(C)S(=O)(=O)c2cnc[nH]2)c1,-0.24,0,7,6,4%,-0.33,0.6,-3,0.9
O=C(CCc1nc2ccccc2s1)N1CCN(S(=O)(=O)c2cccs2)CC1,3,10,0,25,4%,0.034,0.014,6,1
Cc1ccc(C)c(CN2C(=O)C(C)Oc3ccc(C)cc32)c1 (configuration not stated),-0.92,-4,-6,4,8%,-0.6,-0.88,-16,1
O=c1c2cc(Cl)ccc2nc2ccc(N3CCCC3)nn12,-0.38,17,-1,11,7%,-0.58,0.13,6,1
CCN(CC(N)=O)S(=O)(=O)c1ccc(Br)cc1,0.2,1,-4,18,2%,-0.34,-0.12,-8,1.1
COc1ccc(C(CNC(=O)Cn2[nH]c(=O)c3ccccc3c2=O)N2CCCC2)cc1 (configuration not stated),-0.32,4,4,6,3%,0.28,0.18,-19,1
COc1ccc(CCNC(=O)c2cnccn2)cc1,.,1,-9,0,6%,0.089,0.32,-10,0.9
CS(=O)(=O)N(CC(=O)NCc1ccccn1)c1ccc2c(c1)OCCO2,-0.58,-4,0,6,2%,-0.32,0.88,-12,0.9

# Other structures
structure,D1 allo mod,Jurkat viability,SF1 activator,HEK293 NFkB inh,NADH enzymes,M1 ag,M1 antag,Ecoli tolC,TNAP act DEA
O=C(c1cccc(F)c1)n1nnc2ccccc21,-0.2,8,32,2,6%,-0.52,-0.22,-3,1
Cn1c(CCN2CCN(c3ccc(F)cc3)CC2)nc2cc(NC(=O)c3ccco3)ccc21,-1.7,1,9,-4,5%,.,.,8,0.9
CCC1Oc2ccc(C)cc2N(CC(=O)NCCc2ccc(OC)c(OC)c2)C1=O (configuration not stated),0.015,0,17,5,2%,-1.6,-0.71,7,0.9
CC(C)NC(=O)NC(=O)COC(=O)Cc1ccsc1,-0.04,.,-1,16,.,0.53,-1.3,.,1
CCCc1nc2ccccc2c(=O)n1/N=C/c1ccc(O)cc1O,2.3,-1,1,4,8%,0.24,-0.34,-7,1
COc1ccc(S(=O)(=O)N(C)CC(=O)NCc2cccnc2)cc1C,0.096,1,-6,15,6%,-0.56,-0.91,-1,0.9
CCOc1ccccc1N1CCN(C(=O)c2cc3c(s2)CCC3)CC1,-0.82,.,1,10,1%,4.9,-0.013,19,0.9
O=C1C(c2ccncc2)N(CCC2=CCCCC2)C(=O)CN1C1CCCCC1 (configuration not stated),-0.4,.,-3,15,3%,-0.67,-0.0055,14,0.9
O=C(OCCN=C1NS(=O)(=O)c2ccccc21)C1CC(=O)N(c2ccc(Cl)cc2)C1 (configuration not stated),0.28,5,-17,13,1%,-0.38,-0.79,5,0.9
O=c1c2cc(-c3ccccc3)sc2ncn1/N=C/c1ccco1,0.79,-2,42,-15,13%,-0.29,0.8,-31,1
Cc1ccc(C(=O)NC2CCCCCC2)cc1N1CCCC1=O,0.19,3,38,-1,4%,0.019,0.29,-8,1
CCOC(=O)C1CCN(C(=O)c2ccc(Cl)c(Cl)c2)CC1,-0.92,-4,21,5,3%,1.1,-1,10,0.9

# Remaining list, next part
structure,D1 allo mod,Jurkat viability,SF1 activator,HEK293 NFkB inh,NADH enzymes,M1 ag,M1 antag,Ecoli tolC,TNAP act DEA
Cc1ccc(N2C(=O)CC(N(O)C3CC(=O)N(c4ccc(C)cc4)C3=O)C2=O)cc1 (configuration not stated),.,.,-13,.,6%,-0.02,-0.023,12,1
O=C(O)CCCCCNC(=O)c1cccc(Br)c1,0.37,-6,-7,4,0%,0.0062,0.05,-25,0.9
CN1CCN(S(=O)(=O)c2ccc(NC(=O)Nc3cccc(Cl)c3)cc2)CC1,-2.9,6,-21,4,3%,1.4,-1.3,33,0.9
CC(C)c1nnc(NC(=O)c2ccc(S(=O)(=O)N3CCOCC3)cc2)s1,-0.023,-5,7,0,3%,-3.1*,-0.23,-16,0.9
CCCCOC(=O)NCN1C(=O)C2C3C=CC(C3)C2C1=O (configuration not stated),-0.011,8,-13,12,8%,-0.2,-0.16,-19,1
Cc1ccn2cc(C(=O)Nc3ccccc3N3CCOCC3)nc2c1,-1.6,2,18,1,4%,0.069,-0.17,1,1
CCOC(=O)n1c(=O)oc2cc(S(=O)(=O)N3CCCCC3)ccc21,-0.039,6,-8,16,4%,0.15,-1.3,1,0.9
COc1ccccc1Cc1noc(-c2cc(Cl)ccc2OC)n1,-0.44,-6,9,18,2%,0.13,0.0047,19,0.9
CCOc1ccc2nc(NC(=O)C(NS(=O)(=O)c3cccs3)C(C)C)sc2c1 (configuration not stated),-0.42,9,-16,21,1%,0.058,-0.081,23,1
Cc1ccccc1-n1c(SCC(=O)c2cc(C)n(C)c2C)nnc1-c1ccncc1,0.24,12,6,11,5%,1.6,-1.1,-4,0.9
Cc1cc(NC(=O)CSc2nnc(C3COc4ccccc4O3)o2)no1 (configuration not stated),0.32,2,-6,13,3%,.,.,-20,1.2
CCOc1ccc(N2C(=O)CC(N(O)c3ccccc3)C2=O)cc1 (configuration not stated),0.31,1,-7,-1,4%,0.34,0.21,-5,0.9

# A draw from above in order of length of the SMILES, rising:
structure,D1 allo mod,Jurkat viability,SF1 activator,HEK293 NFkB inh,NADH enzymes,M1 ag,M1 antag,Ecoli tolC,TNAP act DEA
CCCCOC(=O)NCN1C(=O)C2C3C=CC(C3)C2C1=O (configuration not stated),-0.011,8,-13,12,8%,-0.2,-0.16,-19,1
Cc1ccn2cc(C(=O)Nc3ccccc3N3CCOCC3)nc2c1,-1.6,2,18,1,4%,0.069,-0.17,1,1
CCOc1ccc(N2C(=O)CC(N(O)c3ccccc3)C2=O)cc1 (configuration not stated),0.31,1,-7,-1,4%,0.34,0.21,-5,0.9
Cc1ccc(N2C(=O)CC(N(O)C3CC(=O)N(c4ccc(C)cc4)C3=O)C2=O)cc1 (configuration not stated),.,.,-13,.,6%,-0.02,-0.023,12,1

# Next section
structure,D1 allo mod,Jurkat viability,SF1 activator,HEK293 NFkB inh,NADH enzymes,M1 ag,M1 antag,Ecoli tolC,TNAP act DEA
O=C(Nc1ccc2oc(-c3ccncc3)nc2c1)c1c(F)c(F)c(F)c(F)c1F,-1.2,-8,11,8,2%,0.091,-0.067,20,0.9
O=C(NCCN1C(=O)C2C3C=CC(C3)C2C1=O)N1CCCCC1 (configuration not stated),0.033,0,23,11,2%,-0.79,-0.12,-12,0.9
Cc1ccc(C2c3c(oc4ccc(C)cc4c3=O)C(=O)N2CCCN2CCOCC2)cc1 (configuration not stated),1.7,4,10,15,10%,-0.76,-0.0094,1,0.9
COc1cccc(N(C(=O)c2ccco2)C(C(=O)NC2CCCC2)c2ccc(N(C)C)cc2)c1 (configuration not stated),-0.0097,0,-2,16,4%,0.022,-0.11,17,0.9
Cc1cc(NC(=O)CSc2nnc(C3CC3)n2C)no1,0.93,2,0,6,4%,0.27,-0.38,-26,0.9
O=C(Nc1cccnc1)c1cc2c(ccc3ccccc32)o1,-2.6,-3,26,-34,3%,0.0071,-1.2,-4,0.9
CCCCCc1nc2sc3c(c2c(=O)n1N)CCC3,.,.,7,.,4%,-0.3,0.37,7,0.9
CCOC(=O)c1ccc(NC(=O)c2ccc3c(c2)OCO3)cc1,0.29,9,37,-15,2%,0.96,-0.59,-10,0.9
COc1ccc(NC(=O)CSc2nc3c(c(=O)n2-c2ccccc2)SCC3)c(OC)c1,0.59,.,-4,12,5%,0,0.072,3,0.9
CCOC(=O)c1cnc2c(C(F)(F)F)cccc2c1N1CCOCC1,1.3,4,2,3,7%,1.3,-0.33,2,0.9
COc1ccc(-c2nc(Cn3c(SCc4cccc(F)c4)nc4ccncc43)c(C)o2)cc1OC,.,-8,6,8,2%,0.99,0.8,15,1
NC(=O)c1c(N)sc(=S)n1-c1ccccc1,0.58,-7,-4,-15,6%,0.42,0.052,-15,0.9

# More records.
structure,D1 allo mod,Jurkat viability,SF1 activator,HEK293 NFkB inh,NADH enzymes,M1 ag,M1 antag,Ecoli tolC,TNAP act DEA
CC1(C)Cc2c(C#N)c(N3CCN(C(=O)c4ccccc4)CC3)nc(-c3ccco3)c2CS1,.,.,-4,.,4%,-0.27,-0.031,-2,0.9
COc1ccc(-n2c(C)cc(C(=O)CSc3nnc(-c4cccs4)o3)c2C)cc1,-2.8,24,-31,8,0%,1.1,-0.62,29,0.9
CCC(=O)Nc1ccccc1C(=O)OCC(=O)Nc1ccc(S(N)(=O)=O)cc1,0.014,4,-4,-3,3%,0.37,0.12,-2,0.9
Cc1cccc(C)c1NC(=O)CS(=O)CC(=O)NC1CCN(Cc2ccccc2)CC1 (configuration not stated),-0.35,3,12,14,3%,0.13,-0.18,-18,1
CCCC(=O)N(c1ccc(F)cc1)C1C=CS(=O)(=O)C1 (configuration not stated),-0.23,-7,6,-8,7%,-0.26,-1.3,-17,1
COc1ccccc1NC(=O)N1CCCC(c2nc3c(nnn3Cc3ccc(C)cc3)c(=O)[nH]2)C1 (configuration not stated),2.7,.,19,2,3%,1.1,0.13,14,1
Cc1c(C(=O)N2CC(C)OC(C)C2)sc2nc(-c3ccc(F)cc3)cn12 (configuration not stated),-3*,3,10,-5,6%,-0.4,0.34,-4,1
CSc1nsc(SC)c1NC(=O)OCC1CCCO1 (configuration not stated),.,4,-7,16,5%,.,.,-16,0.9
Cc1ccc(-c2noc(CCC(=O)Nc3cccc(C#N)c3)n2)cc1,-0.28,4,-10,-1,6%,3.5*,-1.2,45,0.9
c1nc(N2CCCCCC2)c2[nH]cnc2n1,1,-2,13,5,5%,0.82,0.0037,-13,1.1
COC(=O)c1nnn(CC(=O)Nc2cccc(Cl)c2)c1C(=O)OC,-0.97,.,12,12,6%,0.52,-0.00098,-7,0.9
O=c1c2ccccc2sn1-c1ccc(S(=O)(=O)N2CCCC2)cc1,0.23,-4,-6,-3,72%,0.12,-1.9,-5,0.9

# Next section:
structure,D1 allo mod,Jurkat viability,SF1 activator,HEK293 NFkB inh,NADH enzymes,M1 ag,M1 antag,Ecoli tolC,TNAP act DEA
CCOC(=O)NC(CC(=O)O)c1ccc(OCC)cc1 (configuration not stated),.,7,-7,18,2%,.,.,-15,1
C(=N\n1cnnc1)/c1cn(-c2cccs2)nc1-c1ccccc1,1.2,.,15,10,8%,2.4,0.3,-13,1
O=C(CSc1nnnn1-c1ccc2c(c1)CCC2)Nc1ccc2c(c1)OCCO2,-0.8,1,5,14,2%,0.5,-1,32,0.9
O=C(Nc1cc(C(=O)N2CCOCC2)cc(C(=O)N2CCOCC2)c1)c1cc(F)c(F)cc1Cl,-0.47,2,5,20,3%,-0.24,-0.48,-13,1
Cc1ccc2nc(NC(=O)c3ccc(Cl)s3)sc2c1,-2.6,-12,54*,-68,3%[fluoresces],0.0091,0.14,-8,0.9
CCc1ccccc1NC(=O)Cn1nnc(-c2cccs2)n1,-0.02,-3,-9,17,4%,-0.78,0.12,-5,1
